Bioassay records (PubChem)
hERG protect = compounds protecting human hERG from proarrhythmic drug block | CHO-hERG, FluxOR thallium flux, dofetilide IC70 present | activation (rescue from dofetilide block), less the hit threshold, % at 10 µM | 310,000 tested, 0.51% active | AID 1511;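 active = activation above the mean of controls blocked by dofetilide plus 5 SD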;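 also: thallium influx through hERG after potassium depolarization seen as dye fluorescence rise; in these data hits start at about 4.7%; inactives centre near -7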
TRPC4 agonist = activators of mouse TRPC4 channel | Q9QUQ5 | HEK293 TRPC4beta/mu-opioid, Fluo4 calcium fluorescence; hits give high values | B-score at 10 µM | 310,000 tested, 0.49% active | AID 2237;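 active = B-score above 5 SD of library B-scores, and initial fluorescence ratio not above library mean plus 5 SD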;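 also: positive B-score marks a calcium rise read as TRPC4 activation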
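Assay system: HEK293 stable line with TRPC4beta plus mu-opioid receptor. Times: dye 45 min RT, read 110 s. Measured by: kinetic Fluo4 calcium fluorescence. Measure: B score of integrated ratio. Controls: assay buffer as low control, maximal DAMGO as high control.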
KCNK3 block = human KCNK3 channel inhibition, primary screen | O14649 | CHO-KCNK3 thallium flux, FluxOR fluorescence; hits give low values | B-score at 10 µM | 340,000 tested, 0.84% active;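 active = B-score under library mean minus 4 SD, starting fluorescence ratio at most library mean plus 5 SD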;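 also: more negative B-score means stronger inhibition of thallium flux through KCNK3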
KCNQ1 pot = human KCNQ1 channel potentiation or activation; P51787; CHO-K1 KCNQ1, thallium flux FluxOR fluorescence; hits give high values; B-score at 10 µM; 310,000 tested, 0.35% active;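 active = fluorescence ratio B-score, a plate-corrected score, at least three library SD, with initial intensity B-score within 5 SD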
Target sequence (P51787 whole entry, looked up): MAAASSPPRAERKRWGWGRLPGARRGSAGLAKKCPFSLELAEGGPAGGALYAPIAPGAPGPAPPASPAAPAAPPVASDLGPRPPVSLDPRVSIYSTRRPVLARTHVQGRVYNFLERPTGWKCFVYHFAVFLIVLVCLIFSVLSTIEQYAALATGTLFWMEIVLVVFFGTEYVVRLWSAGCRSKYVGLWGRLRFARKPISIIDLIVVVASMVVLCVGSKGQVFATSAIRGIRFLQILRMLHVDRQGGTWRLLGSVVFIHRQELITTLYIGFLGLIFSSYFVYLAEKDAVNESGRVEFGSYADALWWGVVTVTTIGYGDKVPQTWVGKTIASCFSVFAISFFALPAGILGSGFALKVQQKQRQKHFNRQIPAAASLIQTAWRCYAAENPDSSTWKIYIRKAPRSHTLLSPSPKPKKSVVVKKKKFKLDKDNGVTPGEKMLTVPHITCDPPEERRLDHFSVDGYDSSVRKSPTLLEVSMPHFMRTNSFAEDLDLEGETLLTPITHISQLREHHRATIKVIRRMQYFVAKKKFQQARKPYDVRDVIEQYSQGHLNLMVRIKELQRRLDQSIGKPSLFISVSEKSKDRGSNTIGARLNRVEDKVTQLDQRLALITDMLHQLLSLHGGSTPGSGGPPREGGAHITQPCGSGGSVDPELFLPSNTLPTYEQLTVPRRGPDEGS
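Material: CHO-K1 cells stably expressing KCNQ1. Medium: assay buffer for compound exposure, DMSO matched across wells. Reagent: K+/Tl+ depolarizing stimulus. Compound dosing: single-concentration screen. Times: 37 °C overnight plating, 90-min dark dye load, 20-min compound pretreatment. Technique: FluxOR Tl+ flux fluorescence.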
KCNK9 inh = inhibitors of human KCNK9 two-pore domain potassium channel. Q9NPC2. HEK293 KCNK9, FluxOR thallium flux fluorescence; hits give low values. B-score at 10 µM. 310,000 tested, 1.2% active. AID 488922;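 active = ratio B-score over 3 SD below the library mean, with starting fluorescence within 5 SD of its mean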;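 also: negative B-score means less thallium flux so channel inhibition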
Target sequence (Q9NPC2 whole entry, looked up, the tested form may be a part): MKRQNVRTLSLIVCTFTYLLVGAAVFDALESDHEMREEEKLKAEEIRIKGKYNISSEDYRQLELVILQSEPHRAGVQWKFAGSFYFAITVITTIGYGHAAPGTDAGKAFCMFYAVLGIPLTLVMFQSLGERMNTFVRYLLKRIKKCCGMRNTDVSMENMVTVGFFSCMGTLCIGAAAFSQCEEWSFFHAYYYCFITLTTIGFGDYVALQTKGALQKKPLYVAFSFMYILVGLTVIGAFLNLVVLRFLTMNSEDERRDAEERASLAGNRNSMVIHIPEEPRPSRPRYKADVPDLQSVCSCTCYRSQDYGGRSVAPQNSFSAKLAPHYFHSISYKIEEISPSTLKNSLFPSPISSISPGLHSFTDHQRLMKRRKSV
Platelet DG rel = modulates dense granule release in human platelets; 300,000 tested, 0.22% active; inhibition, %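 (compounds screened at 7.5 µM in platelet-rich plasma)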; human platelet-rich plasma, SFLLRN dense granule ATP release, luminescence; AID 1663;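 active = mean replicate score, as percent of positive control, at or above 50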
TRPC4 inh = blocks the mouse TRPC4 cation channel; Q9QUQ5; 300,000 tested, 0.39% active; B-score at 10 µM; HEK293 TRPC4beta/mu-opioid, DAMGO-evoked Fluo4 calcium flux; hits give low values;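 active = B-score over 3 SD under the library average, no early fluorescence shift, positive overall ratio signal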
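Assay system: HEK293 cells with stable TRPC4beta plus mu-opioid receptor expression; Probe or stimulus: DAMGO in two steps, submaximal then maximal; Dosing: single-point compound dosing; Measured by: Fluo4 calcium-dye fluorescence, kinetic read; Read-out basis: B score from integrated Fluo4 fluorescence ratio.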
TRPC4 potent = TRPC4 (mouse) allosteric potentiation. 310,000 tested, 0.42% active. Q9QUQ5. HEK293 TRPC4beta/mu-opioid, DAMGO EC20, Fluo-4 Ca2+ flux; hits give high values. B-score at 10 µM;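 active = B-score of calcium response area above 5 SD of library B-scores, with initial fluorescence ratio within 5 SD of library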;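 also: B-score of integrated fluorescence ratio over time as area under calcium response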
DYRK1A inh = inhibitors of rat Dyrk1A kinase; ADP-Glo luminescence, NFATc1 peptide; inhibition, % at 12.5 µM; 310,000 tested, 0.43% active; in the data active = inhibition above about 50%;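 also: plate controls were vehicle with enzyme for no effect and no enzyme for full effect; many of its hits are not listed in these tables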
PolyA inhibitor = yeast polyadenylation inhibition | calls only at 12 µM | 300,000 tested, 0.02% active | S. cerevisiae SKY197-pL101 polyadenylation reporter, beta-gal luminescence; efflux-impaired pdr1/pdr3 knockout yeast; score 100 = 6 SD above DMSO;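 active = lowest replicate activity score at least 50, where 100 means six control SD above control mean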;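 also: yeast exposed to compound for 9 h at 30 °C; higher score means more reporter readthrough which indicates perturbed polyadenylation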
KCNQ1 block = human KCNQ1 channel inhibition | P51787 | CHO-K1 KCNQ1, FluxOR thallium flux fluorescence; hits give high values | B-score at 10 µM | 310,000 tested, 1.3% active | AID 2642;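 active = compounds whose thallium flux B-score, printed positive for inhibition, exceeds three library SD while starting fluorescence stays within three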;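 also: channel opened by potassium depolarization with thallium stimulus after 20 min compound exposure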
The depositor's hits bear a star; i = inactive; nt = no result given.

SMILES | hERG protect | TRPC4 agonist | KCNK3 block | KCNQ1 pot | KCNK9 inh | Platelet DG rel | TRPC4 inh | TRPC4 potent | DYRK1A inh | PolyA inhibitor | KCNQ1 block
COc1ccccc1N(C(=O)Cn1nnc2ccccc21)C(C(=O)NCc1ccco1)c1ccc(C)o1 (stereo not given) | -8 | i | i | i | i | 6 | i | i | -2 | i | i
Cc1nnc(NC(=O)C2CCCN2S(=O)(=O)c2ccc(Cl)cc2)s1 (stereo not given) | -6 | i | i | i | i | -6 | i | i | nt | i | i
Cc1ccc(NC(=O)CSc2ccccc2NC(=O)c2ccccc2Cl)cc1Cl | -9 | i | i | i | -9.7* | 0 | i | i | -2 | i | i
COC(=O)c1ccc(/C=C2\N=C(SC)SC2=O)cc1 | -7 | i | i | i | i | -7 | i | i | 5 | i | i
Cc1cccc(C(=O)Nc2ccc(C(=O)N/N=C/c3ccco3)cc2)c1 | -7 | i | i | i | i | -20 | i | i | -14 | i | i
Cc1ccc(S(=O)(=O)c2nc(N3CCOCC3)sc2Cl)cc1 | -12 | i | i | i | i | -14 | i | i | -3 | i | i
COc1ccc(CC(=O)N/N=C/c2cc([N+](=O)[O-])cc(Br)c2O)cc1 | -14 | i | i | i | i | 3 | i | i | 2 | i | i
CNc1oc(-c2ccc(F)cc2)nc1S(=O)(=O)c1ccccc1 | -7 | i | i | i | i | -11 | i | i | -1 | i | i
CC(C)n1cc(/C=N/NC(=O)COc2cccc3cccnc23)c2ccccc21 | -6 | i | i | i | i | -13 | i | i | -3 | i | i
Cc1ccc(C(=O)OCC(=O)NCC(F)(F)F)cc1C | -2 | i | i | i | i | 1 | i | i | 3 | i | i
CC(c1ccncc1)C(C)c1ccncc1 (stereo not given) | -3 | i | i | i | i | 0 | i | i | 2 | i | i
Cc1cc(C(=O)NNC(=O)c2c(-c3c(Cl)cccc3Cl)noc2C)no1 | 1 | i | i | i | i | -20 | i | i | -5 | i | i
Cc1cc(C)c(C(=O)Cn2nc(C)c([N+](=O)[O-])c2C)cc1C | -11 | i | i | i | i | -2 | i | i | -6 | i | i
COC(=O)Nc1ccc(S(=O)(=O)N2CCCCC2)cc1 | -8 | i | i | i | i | -1 | i | i | -4 | i | i
COCCNC(=O)c1ccc(CS(=O)(=O)c2cccc(C(F)(F)F)c2)o1 | -5 | i | i | i | i | -1 | i | i | -2 | i | i
Cc1ccc(OCC(=O)Nc2ccc(N3CCN(C(=O)c4ccco4)CC3)cc2)cc1 | -9 | i | i | i | i | -1 | i | i | 8 | i | i
COc1cc2cc(CN(CCCN3CCOCC3)C(=O)Nc3ccccc3F)c(=O)[nH]c2cc1OC | -7 | i | i | i | i | -28 | i | i | -1 | i | i
O=C(C/C=N/OCc1ccc(Cl)cc1Cl)c1ccc(Cl)cc1 | -9 | i | -9* | i | -15* | 8 | i | i | 2 | i | i
c1ccc(Oc2ccc(-c3ccn[nH]3)cc2)cc1 | -19 | i | i | i | i | -5 | i | i | 13 | i | i
O=C(Nc1cccc(C(=O)Nc2cccc(Br)c2)c1)c1ccccc1 | -6 | i | -12* | i | i | -10 | i | i | 12 | i | 13*
COc1ccccc1OCCNC(=O)CCNC(=O)c1ccccc1Cl | -12 | i | i | i | i | 32 | i | i | 3 | i | i
CCc1nnc(NC(=O)CSc2nc(C3CCCCC3)nc3ccccc23)s1 | -4 | i | i | i | i | -4 | i | i | -7 | i | i
O=[N+]([O-])c1ccc(-n2nncc2-c2ccccc2)cc1 | -3 | i | i | i | i | -6 | i | i | 7 | i | i
CCOc1cc(C(=O)OCC(=O)N(C)c2ccccc2)cc(OCC)c1OCC | -10 | i | i | i | i | 0 | i | i | 1 | i | i
COc1ccccc1CCNCc1ccc(OC)c(OCc2ccccc2)c1 | -24 | i | i | i | i | -3 | i | i | -3 | i | i
O=C(O)c1cc(N=Nc2c(O)[nH]c3ccc([N+](=O)[O-])cc23)ccc1Cl | -6 | i | i | i | i | -1 | i | i | -6 | i | i
COc1cc2cc(CN(CCc3cccc(C)c3)C(=S)NCCCN3CCOCC3)c(=O)[nH]c2cc1OC | -20 | i | i | i | i | 2 | i | i | 17 | i | i
Cc1cc(C)nc(NC(=NCCc2c[nH]c3ccccc23)NC(=O)Nc2cccc([N+](=O)[O-])c2)n1 | -15 | i | i | i | i | -10 | i | i | -7 | i | i
CCN=C1SC(C(=O)Nc2cc(Cl)cc(Cl)c2)CC(=O)N1CC (stereo not given) | -17 | i | i | i | i | 1 | i | i | -4 | i | i
COC(=O)c1ccc(CSc2nnc(N)s2)o1 | -7 | i | i | i | i | 0 | i | i | nt | i | i
Cc1ccsc1-c1ccnc(-n2cccc2)n1 | -13 | i | i | i | i | 1 | i | i | 5 | i | i
N/C(=N\OC(=O)c1cccc2ccccc12)c1ccc(Br)cc1 | -4 | i | i | i | -8.3* | 3 | i | i | 9 | i | i
Cc1ccc(S(=O)(=O)N2CCN(C(=O)CSc3ccc(F)cc3)CC2)cc1 | -4 | i | i | i | i | 1 | i | i | -2 | i | i
O=C(Nc1ccc(S(=O)(=O)N2CCCc3ccccc32)cc1)C1CCCO1 (stereo not given) | -9 | i | i | i | i | -20 | i | i | 6 | i | i
O=C(NNc1ccc(F)cc1F)c1c(F)cccc1Cl | -3 | i | i | i | i | 9 | i | i | nt | i | i
CC(=O)Nc1ccc(NC(=O)c2cc[n+]([O-])cc2)cc1 | -4 | i | i | i | i | -8 | i | i | 3 | i | i
CN(C(=O)c1cccnc1)c1nnc(-c2cnccn2)s1 | -10 | i | i | i | i | 3 | i | i | 15 | i | i
CC1Cc2cc(/C(O)=C3/C(=O)C(=O)N(CCN4CCOCC4)C3c3ccc(N(C)C)cc3)ccc2O1 (stereo not given) | -7 | i | i | i | i | 3 | i | i | -3 | i | i
CSCc1cc(N(C)C)nc(SCc2ccc(Cl)cc2Cl)n1 | 2 | i | -9.6* | i | i | 0 | i | i | -1 | i | i
O=C1c2cccc3cccc(c23)C(=O)N1CCCSc1ncn[nH]1 | -9 | i | i | i | i | 19 | i | i | 21 | i | i
CCN=C1SC(CC(=O)Nc2ccc(C)cc2)C(=O)N1CC (stereo not given) | -16 | i | i | i | i | -4 | i | i | 1 | i | i
Cc1cc(NC(=O)CN2C(=O)NC(CCc3ccccc3)C2=O)no1 (stereo not given) | -18 | i | i | i | i | -5 | i | i | -7 | i | i
COc1ccc(NC(=O)NC2CC3CCCC(C2)N3Cc2ccccc2)cc1 (stereo not given) | -16 | i | i | i | i | 5 | i | i | -6 | i | i
CCOC(=O)c1nn(-c2ccc(C)cc2)c(=O)cc1OCC(=O)N1CCN(c2ccccc2)CC1 | -7 | i | i | i | i | 4 | i | i | 5 | i | i
CC(=O)c1ccc2c(c1)N(C)c1ccccc1S2 | -7 | i | i | i | i | 5 | -6* | i | 7 | i | i
Cc1ccccc1-n1c(=O)cc(N2CCc3ccccc3C2)[nH]c1=O | -11 | i | i | i | i | 9 | i | i | 6 | i | i
Cc1ccc(NC(=O)Cn2c(O)c(N=NC(=O)c3ccncc3)c3ccccc32)cc1 | -4 | i | i | i | i | 7 | i | i | 3 | i | i
CCOC(=O)/C=C1\CN(Cc2cc(OC)c(OC)c(OC)c2)S(=O)(=O)c2ccccc21 | -8 | i | i | i | i | 6 | i | i | -1 | i | i
O=C1c2ccccc2S(=O)(=O)c2cc(N3CCN(c4ccccc4)CC3)ccc21 | -28 | i | nt | i | i | 1 | i | i | nt | i | i
Cc1noc(C)c1COC(=O)c1ccccc1Sc1ccccc1C#N | -15 | i | i | i | i | -4 | i | i | 2 | i | i
NC(=O)c1c(NC(NC(=O)c2ccco2)(C(F)(F)F)C(F)(F)F)sc2c1CCCC2 | -7 | i | i | i | i | -8 | i | i | 9 | i | i
COc1ccc(Nc2nc(N)nc(CSC(=S)N3CCCCC3)n2)cc1 | -9 | i | i | i | i | 1 | i | i | 4 | i | i
Cc1ccc(-c2nnc(Oc3ccc(NC(=O)c4ccccc4)cc3)c3ccccc23)cc1 | -5 | i | i | i | i | -12 | i | i | nt | i | i
NC(=O)CN1CCN(C(=O)Nc2ccccc2)CC1 | -4 | i | i | i | i | -1 | i | i | 8 | i | i
COC(=O)c1c(NC(=O)CSc2nnc(C)c(=O)[nH]2)sc(C)c1C | -9 | i | i | i | i | -6 | i | i | 1 | i | i
Cc1[nH]c2ccccc2c1C(=O)C(=O)N1CCCc2ccccc21 | -4 | i | i | i | i | -3 | i | i | -1 | i | i
COCCn1c(-c2cccc(Br)c2)nc2c(c(=O)c3ccccc3n2C)c1=O | -4 | i | i | i | i | 7 | i | i | 7 | i | i
Brc1ccc(/C=C/C=N/Nc2nc3ccccc3s2)cc1 | -6 | i | i | i | i | 2 | i | i | -7 | i | i
CC(C)CC(=O)Nc1ccccc1-c1nnn(CC(=O)N2CCOCC2)n1 | -11 | i | i | i | i | 4 | i | i | -3 | i | i
CC(C)CC(=O)Nc1ccc(C(=O)NN2C(=O)c3ccccc3C2=O)cc1 | -4 | i | i | i | i | 18 | i | i | -5 | i | i
(cont.)
SMILES | hERG protect | TRPC4 agonist | KCNK3 block | KCNQ1 pot | KCNK9 inh | Platelet DG rel | TRPC4 inh | TRPC4 potent | DYRK1A inh | PolyA inhibitor | KCNQ1 block
CCCC/C=C1\CCc2c([nH]c3ccccc23)C1=O | -11 | i | i | i | i | -14 | i | i | -2 | i | i
Cc1ccc(NC(=O)C2CCCN2C(=O)NC2CCCCC2)c(C)c1 (stereo not given) | -12 | i | i | i | i | 2 | i | i | 4 | i | i
O=C(Cn1nc(-c2ccccc2F)ccc1=O)Nc1ccc(S(=O)(=O)N2CCCCCC2)cc1 | -2 | i | i | i | i | 2 | i | i | 3 | i | i
CC(C)Oc1cccc(C(=O)O)c1 | -1 | i | i | i | i | -5 | i | i | 0 | i | i

Compound profiles, from the list above. Order of screens: hERG protect, TRPC4 agonist, KCNK3 block, KCNQ1 pot, KCNK9 inh, Platelet DG rel, TRPC4 inh, TRPC4 potent, DYRK1A inh, PolyA inhibitor, KCNQ1 block
CC(C)Oc1cccc(C(=O)O)c1 as listed: -1, i, i, i, i, -5, i, i, 0, i, i
O=C(Cn1nc(-c2ccccc2F)ccc1=O)Nc1ccc(S(=O)(=O)N2CCCCCC2)cc1 as listed: -2, i, i, i, i, 2, i, i, 3, i, i

An excerpt, so the mix of outcomes need not match the whole.
